# High-throughput results as filed in PubChem.
# CHT inh: inhibits the human high affinity choline transporter | Q9GZV3 | CHT-expressing cells, membrane potential dye, choline response; active compounds read low | B-score at 10 µM | 310,000 tested, 0.86% active | AID 488975;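 active = B-score over 3 SD under the library average, and starting fluorescence ratio not unusually high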;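 also: choline stimulus applied at its EC90 after an EC20 pre-addition; B-score computed on integrated fluorescence ratio after choline addition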
# Target sequence (Q9GZV3 whole entry, looked up): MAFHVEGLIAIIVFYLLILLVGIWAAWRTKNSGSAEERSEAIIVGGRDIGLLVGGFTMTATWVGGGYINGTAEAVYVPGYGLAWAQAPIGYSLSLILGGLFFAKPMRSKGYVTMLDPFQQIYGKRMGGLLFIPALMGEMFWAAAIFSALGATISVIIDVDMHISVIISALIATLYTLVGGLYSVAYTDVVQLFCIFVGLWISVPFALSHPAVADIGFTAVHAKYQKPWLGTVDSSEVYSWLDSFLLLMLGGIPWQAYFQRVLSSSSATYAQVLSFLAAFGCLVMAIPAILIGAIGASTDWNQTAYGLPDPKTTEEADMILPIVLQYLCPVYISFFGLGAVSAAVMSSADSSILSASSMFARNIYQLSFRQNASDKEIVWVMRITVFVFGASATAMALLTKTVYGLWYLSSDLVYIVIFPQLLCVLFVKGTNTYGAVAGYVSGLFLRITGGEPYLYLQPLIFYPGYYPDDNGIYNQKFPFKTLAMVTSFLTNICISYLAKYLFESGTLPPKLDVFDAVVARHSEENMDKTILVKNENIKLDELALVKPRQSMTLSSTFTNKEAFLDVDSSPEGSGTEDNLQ
# CHT PAM: allosteric activators of human choline transporter CHT; Q9GZV3; CHT-expressing cells, membrane potential dye, choline EC20; active compounds read high; LV-AA mutant CHT in HEK293 cells; 310,000 tested, 0.49% active; AID 488977; B-score at 10 µM;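 active = initial fluorescence not abnormally high and integrated response B-score, plate-corrected, over 3 SD above library mean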
# STK33 kinase inh: human STK33 kinase inhibition. purified STK33, MBP phosphorylation, ADP-Glo luminescence. 320,000 tested, 0.073% active. inhibition, % at 10 µM. Q9BYT3;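 active = inhibition at or above 25%, using the most active replicate where run in duplicate; inactive = inhibition below 25%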
# Target sequence (Q9BYT3 whole entry, looked up): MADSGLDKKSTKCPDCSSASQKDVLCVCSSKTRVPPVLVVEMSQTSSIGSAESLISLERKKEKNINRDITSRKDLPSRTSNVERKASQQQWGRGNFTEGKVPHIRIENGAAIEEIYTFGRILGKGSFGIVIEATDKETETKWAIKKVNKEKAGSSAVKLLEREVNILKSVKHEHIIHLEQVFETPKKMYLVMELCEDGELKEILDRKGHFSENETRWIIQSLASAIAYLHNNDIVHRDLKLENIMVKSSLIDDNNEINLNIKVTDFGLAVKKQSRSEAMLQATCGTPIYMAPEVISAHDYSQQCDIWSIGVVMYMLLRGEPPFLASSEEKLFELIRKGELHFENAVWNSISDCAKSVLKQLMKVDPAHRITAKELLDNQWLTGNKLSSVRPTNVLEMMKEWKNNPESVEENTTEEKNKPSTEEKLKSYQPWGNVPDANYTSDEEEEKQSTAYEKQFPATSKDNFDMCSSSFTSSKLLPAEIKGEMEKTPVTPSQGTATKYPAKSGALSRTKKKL
# * hit, by the source's call; i = inactive; / = not tested or not shown; & = joins results of further samples.
SMILES,CHT inh,CHT PAM,STK33 kinase inh
COc1cccc2cc(C(=O)C3=C(O)C(=O)N(CCN4CCOCC4)C3c3cccc(Cl)c3)oc12 (stereo not given),i,i,0.1
CC(=O)N1CCc2cc(S(=O)(=O)NCCC(=O)N3CCc4ccccc4C3)ccc21,i,i,0.0
CCOc1cccc(C(=O)Nc2nccs2)c1,i,i,1.6
CCCOc1ccc(C2c3c(oc4ccccc4c3=O)C(=O)N2CCCN2CCOCC2)cc1 (stereo not given),i,i,0.8
CCCCCn1c(SCC(=O)CC(=O)OCC)nc2cc(C(=O)N3CCC(C(N)=O)CC3)ccc2c1=O,i,i,-0.3
O=S(=O)(Cc1ccccc1)C1CCCCC1O (stereo not given),i,i,0.5
COc1ccccc1CNS(=O)(=O)N(C)C,i,i,-0.6
O=C(C[n+]1ccc(Cc2ccccc2)cc1)Nc1ccccc1,i,i,-0.1
Cc1nnc2ccc(N3CCCC3)nn12,i,i,-1.2
CCCn1nc(-c2ccccc2)c2nc3ccccc3nc21,i,i,-0.1
COc1cccc2cc(C(C)N(CCCN3CCOCC3)C(=S)Nc3ccc(C)c(C)c3)oc12 (stereo not given),i,i,-0.3
COc1ccc(OC)c(-c2cc(C(=O)Nc3c(C)nn(Cc4ccccc4)c3C)no2)c1,i,i,-1.1
CCOC(=O)/C(C(N)=NC)=C(\O)c1ccccc1,i,i,0.1
Cc1oc(C(C)(C)C)cc1C(=O)Nc1cccc(/C=C\C(=O)O)c1,i,i,1.9
Cc1cc(C)n(CC(=O)NC2C(=O)N3C(C(=O)O)=C(CSc4nnc(C)s4)CSC23)n1 (stereo not given),i,i,-2.0

# An excerpt of the results above, for reference:
SMILES,CHT inh,CHT PAM,STK33 kinase inh
COc1cccc2cc(C(=O)C3=C(O)C(=O)N(CCN4CCOCC4)C3c3cccc(Cl)c3)oc12 (stereo not given),i,i,0.1
CC(=O)N1CCc2cc(S(=O)(=O)NCCC(=O)N3CCc4ccccc4C3)ccc21,i,i,0.0
CCOc1cccc(C(=O)Nc2nccs2)c1,i,i,1.6
CCCOc1ccc(C2c3c(oc4ccccc4c3=O)C(=O)N2CCCN2CCOCC2)cc1 (stereo not given),i,i,0.8
CCCCCn1c(SCC(=O)CC(=O)OCC)nc2cc(C(=O)N3CCC(C(N)=O)CC3)ccc2c1=O,i,i,-0.3
O=S(=O)(Cc1ccccc1)C1CCCCC1O (stereo not given),i,i,0.5
COc1ccccc1CNS(=O)(=O)N(C)C,i,i,-0.6
O=C(C[n+]1ccc(Cc2ccccc2)cc1)Nc1ccccc1,i,i,-0.1
Cc1nnc2ccc(N3CCCC3)nn12,i,i,-1.2
CCCn1nc(-c2ccccc2)c2nc3ccccc3nc21,i,i,-0.1
COc1cccc2cc(C(C)N(CCCN3CCOCC3)C(=S)Nc3ccc(C)c(C)c3)oc12 (stereo not given),i,i,-0.3
COc1ccc(OC)c(-c2cc(C(=O)Nc3c(C)nn(Cc4ccccc4)c3C)no2)c1,i,i,-1.1
CCOC(=O)/C(C(N)=NC)=C(\O)c1ccccc1,i,i,0.1
Cc1oc(C(C)(C)C)cc1C(=O)Nc1cccc(/C=C\C(=O)O)c1,i,i,1.9

# (list continues)
SMILES,CHT inh,CHT PAM,STK33 kinase inh
COc1ccc(OC)c(C2=NOC(C(=O)Nc3cc(C)nn3-c3ccccc3)C2)c1 (stereo not given),i,i,0.7
O=C(COC(=O)c1cccc([N+](=O)[O-])c1)NCc1ccc2c(c1)OCO2,i,i,-0.7
C/C(CC(=O)N1CCN(C=O)CC1)=N\NC(=O)c1ccc(Br)cc1,i,i,0.4
Nc1ccc(Sc2cc(Cl)nc(N)n2)cc1,i,i,-1.3
O=C(NCC1CCCCC1)c1cc([N+](=O)[O-])ccc1Cl,i,i,-2.1
Cc1cccc(C)c1NC(=O)C(c1ccccc1)N1CCOCC1 (stereo not given),i,i,-3.9
CCN=C1S/C(=C\c2ccc(-c3cccc(C(=O)O)c3)o2)C(=O)N1CC,i,i,-0.2
CCc1ccc2[nH]c(=O)c(CN(CCN(CC)CC)C(=O)NC3CCCCC3)cc2c1,i,i,0.7
Cc1cc(NC(=O)NN2CCOCC2)nn1-c1c(Cl)cccc1Cl,i,i,-0.6
Cc1cc(Cl)ccc1NC(=O)CN1C(=O)NC2(CCCC2)C1=O,i,i,-0.4
O=C(Nc1ccc2c(c1)OCO2)C(c1ccccc1)N1CCCCC1 (stereo not given),i,i,-0.1
Cc1ccc2oc(=O)cc(/C=C/c3ccccc3)c2c1,i,i,-0.6
NNC(=O)C(Cc1ccccc1)NC(=O)OCc1ccccc1 (stereo not given),i,i,-1.8
O=c1c(C=NCCCn2ccnc2)c(-c2ccccc2)[nH]n1-c1nc2ccccc2s1,i,i,-0.7
CCOC(=O)C1=C(COC(=O)/C=C/c2ccccc2)NC(=O)NC1C (stereo not given),i,i,-0.8
COC(=O)c1cc(OC)c(OC)cc1NC(=O)c1ccc(OC)cc1,i,i,0.1
Cn1cccc1/C=N/NC(=O)c1ccc(OC(F)(F)C(F)F)cc1,i,i,-0.7
COc1ccc(/C=C/c2ccc3ccccc3[n+]2C)cc1OC,i,i,-3.5
CCCN(CCC)C(=O)c1cc2c(=O)n3cccc(C)c3nc2s1,i,i,0.7
Cc1ccc(Oc2ccc(C(F)(F)F)cc2[N+](=O)[O-])c([N+](=O)[O-])n1,i,i,-2.9
COCCOC(=O)c1c(NC(=O)CN2c3ccccc3CC2C)sc(C(N)=O)c1C (stereo not given),i,i,-1.4
CN1C(=O)C(C)(C)c2cc(S(=O)(=O)N3CCCCCC3)ccc21,i,i,1.8
CCN(CC)C(=O)COc1ccc(/C=N/NC(=O)c2cc(-c3ccccc3OC)nc3ccccc23)cc1OC,i,i,-1.3
CCOC(=O)c1ccccc1NC(=O)Cc1sc(-c2cccnc2)nc1-c1ccc(C)cc1,i,i,-0.2
COc1ccc(/C(C)=N/NC(=O)CNC(=O)c2ccco2)c(OC)c1,i,i,-1.1
CCNc1nc(NCC)nc(N(C)n2cnnc2)n1,i,i,-0.9
COCCN(C(=O)Nc1ccc(OC)cc1)c1nc2ccccc2s1,i,i,-1.4
Cc1cc(C)c(S(=O)(=O)NCC(=O)O)cc1C,i,i,-1.1
Cc1nn(C)c(C)c1/C=N/NC(=O)C(C)(C)Oc1ccc(Cl)cc1,i,i,-1.6
CC(C)(CO)NCc1cc(Br)ccc1OCc1ccccc1,i,i,-1.7
CCOC(=O)c1[nH]c2ccc(OC)cc2c1NC(=O)c1ccccc1C(=O)O,i,i,1.5
Cn1c2ccccc2c(=O)c2c(=O)n(-c3ccccc3)c(-c3ccc(C(C)(C)C)cc3)nc21,i,i,-0.6
Fc1cccc(Nc2cc(-n3cccn3)ncn2)c1,i,i,-0.3
CC(=O)NC1=NN(C(C)=O)C(C)(c2ccc(C)cc2)S1 (stereo not given),i,i,0.1
CCOc1cc(/C=N/O)cc(Cl)c1OC,i,i,/
CC1CCCC(C)N1/N=C/c1ccccc1OC(F)F (stereo not given),i,i,-1.7
C=CCn1c(SCC(=O)Nc2nnc(CC)s2)nnc1-c1ccco1,i,i,-1.6
Cc1ccc(NC(=O)c2cccc3c2C(=O)N(C2CCCCC2)C3)c(C)c1,i,i,-0.4
CCOc1cc(CN2CCN(c3ccc(C(C)=O)cc3)CC2)ccc1OC,i,i,-1.0
CCOc1ccc(OCC)c(S(=O)(=O)N2CCC(C)CC2)c1,i,i,0.5
COCCNC(=O)CCCN1C(=O)c2ccccc2Sc2ncccc21,i,i,-0.7
C=C(C)C1CC=C(C)/C(=N\NC(=O)CCc2ccccc2)C1 (stereo not given),i,i,-1.6
COc1ccc(CN2CCN(Cc3ccon3)CC2CCO)c(C)c1C (stereo not given),i,i,1.1
COC(C[C@@H](O)C[C@@H](O)[C@H](C)OCc1ccccc1)OC,i,i,-1.3
Cc1ccccc1Nc1nnc(SCC(=O)N(C)C2CCS(=O)(=O)C2)s1 (stereo not given),i,i,-0.5
COC(=O)CSc1nc(N2CCOCC2)c2c(c1C#N)CCCC2,i,i,0.6
COc1ccc(Nc2nc3ccccc3n3cnnc23)cc1Cl,i,i,0.1
O=C(Nc1ccccc1)O/N=C/c1ccncc1,i,i,-0.3
O=C(NC(=S)Nc1nc(-c2ccccc2)cs1)c1cncc(Br)c1,i,i,-2.8
CCc1cccc2c(C(=O)C(NCCOC)c3ccccc3)c[nH]c12 (stereo not given),i,i,0.1
CCOc1ccccc1OCC(=O)Nc1ccc(S(=O)(=O)N(C)C)cc1,i,i,1.6
CCOC(=O)Nc1ccc2c(c1)N(C(=O)N(CC)CC)c1ccccc1CC2,i,i,1.0
COc1ccc2oc(C(=O)c3ccccc3)c(NC(=O)CN3CCN(C)CC3)c2c1,i,i,-1.9
CC(C)c1ccc(NC(=O)CCNS(=O)(=O)c2cccc3nsnc23)cc1,i,i,-1.3
O=C(NNC(=O)C1CC=CCC1)c1ccccc1Br (stereo not given),i,i,-1.4
O=C(NCCCN1CCCC1=O)c1cccc(S(=O)(=O)N2CCN(c3ccc(F)cc3)CC2)c1,i,i,0.3
CCc1ccc(N2C(=O)c3cc(N4CCOCC4)c([N+](=O)[O-])cc3C2=O)cc1,i,i,0.1
CCOc1ccc2ccccc2c1C(=O)Nc1cc(=O)n(C)c(=O)n1C,i,i,-1.1
Cc1cc(-c2nnc(SCC(=O)Nc3ccccc3C)n2N)n[nH]1,i,i,-1.5
Cc1cc(-c2ccc(C)c(S(=O)(=O)NCc3ccc(Br)cc3)c2)on1,i,i,-2.8

# (more compounds)
SMILES,CHT inh,CHT PAM,STK33 kinase inh
O=S1(=O)CC/C(=N\Nc2ccccc2)c2ccsc21,i,i,-0.2
Cc1cccc(NC(=O)Nc2ccc3c(c2)CCC3)c1,i,i,-1.8
CCc1ccc(-c2nn(-c3ccccc3)cc2C2SCC(=O)N2Cc2ccco2)cc1 (stereo not given),i,i,-3.4
CN(C)S(=O)(=O)c1cccc(NC(=O)COC(=O)c2cn(-c3ccccc3)nc2-c2ccccc2)c1,i,i,-1.5
O=C(O)Cn1c(C(F)(F)F)nc2ccccc21,i,i,0.8
C/C(=N/NS(=O)(=O)c1ccc(C)cc1)c1ccc(NC(=O)C(F)(F)F)cc1,i,i,-1.9
CCOc1ccc(N2C(=O)CC(Sc3nc(-c4cccs4)cc(C(F)(F)F)c3C#N)C2=O)cc1 (stereo not given),i,i,-1.2
CC1CCN(c2nc3ccc(C(=O)NCCCN4CCCCC4)cc3s2)CC1,i,i,3.5
Cc1ccc([C@@H]2[C@@H]3C(=O)N(C)C(=O)[C@@H]3[C@]3(C)C(=O)N(Cc4ccccc4)CC(=O)N23)o1,i,i,-0.5
CCN1CCN(c2cc(C)c3cc(NC(=O)c4ccc(OC)c(OC)c4)ccc3n2)CC1,i,i,0.1
O=C(c1ccc(Cl)cc1)N1CCc2c([nH]c3ccccc23)C1C(F)(F)F (stereo not given),i,i,1.8
O=C(/C=C/c1cccc([N+](=O)[O-])c1)N1CCN(c2ccccc2F)CC1,i,i,-0.9
Cc1cc(=O)n2ccccc2c1C#N,i,i,-2.1
O=C(Nc1cccc(N2C(=O)C=CC2=O)c1)c1cccs1,i,i,/
Cc1cc(C)cc(NC(=O)NCc2ccccn2)c1,i,i,-0.6
C=CCOC(=O)CSCC(NC(=O)OC(C)(C)C)C(=O)OCC (stereo not given),i,i,-0.7
O=C(Nc1ccccc1)c1ccccc1O,i,i,0.9
CCOc1ccc(N2C(=O)c3ccc(C(=O)OCC(=O)N(CC)C4CCS(=O)(=O)C4)cc3C2=O)cc1 (stereo not given),i,i,-0.2
COc1cc(NS(=O)(=O)c2cn(C)cn2)cc(OC)c1OC,i,i,-1.6
CC(C)c1ccc(N(C(=O)c2snc(C(N)=O)c2N)C(C(=O)NC2CCCC2)c2ccncc2)cc1 (stereo not given),i,i,-0.8
C=CCC1(CC=C)CCCN1C(=O)c1cc(COc2ccccc2SC)on1,i,i,-0.3
COCCNC(=O)c1ccc(C)cc1C,i,i,0.3
CCOc1ccccc1OCCCC(=O)Nc1nc2ccccc2[nH]1,i,i,-2.2
Cc1cc(Cl)ccc1OCC(=O)N[C@@H](Cc1ccccc1)c1nc2ccccc2[nH]1,i,i,-0.3
CN1CCCN(C(=O)CNC(=O)Cc2ccccc2)CC1,i,i,-0.2
O=C(c1ccco1)N1CCN(c2ncnc3c2nnn3Cc2ccccc2Cl)CC1,i,i,-0.1
Cc1nc(-c2ccccc2)nc(Cl)c1Cl,i,i,0.1
CC(C)c1ccc(NC(=O)C2CCCN(S(=O)(=O)c3cnc[nH]3)C2)cc1 (stereo not given),i,i,-0.8
CCC1(CC)Cc2ccccc2-c2nc(-c3ccccc3)oc(=O)c21,i,i,0.6
Cn1c(N/N=C/c2ccccc2)nc2sc3c(c2c1=O)CCC3,i,i,0.5
CC1(C)CC2CC(C)(CN2S(=O)(=O)c2ccc(C(=O)Nc3cc(S(=O)(=O)N4CCOCC4)ccc3Cl)cc2)C1 (stereo not given),i,i,-1.2
COc1ccc(/C(C)=N/NC(=O)CNC(=O)Cc2ccccc2)c(OC)c1,i,i,-2.1
Cc1nc([N+](=O)[O-])cn1CC(=O)c1ccc(Cl)cc1,i,i,-0.6
S=C(NCC1CCCO1)Nc1ccc(Cl)c(Cl)c1 (stereo not given),i,i,-0.7
CC(=O)OCC(=O)Nc1ccccc1C,i,i,-2.1
Cc1ccc(Cl)cc1NC(=S)NN,i,i,-0.3
c1ccc2c(c1)cnc1ccccc12,i,i,-1.5&0.0
Cc1ccsc1CNS(=O)(=O)c1ccc(F)cc1,i,i,0.5
CCOC(=O)c1sc(NC(=O)CCN2CCCCCC2)c(C(=O)OCC)c1C,i,i,-0.2
O=C(NCc1ccc(F)cc1)C(c1ccco1)N(C(=O)c1csnn1)c1ccccc1 (stereo not given),i,i,-1.3
